# WRN helicase inh = inhibitors of human WRN helicase | Q14191 | WRN helicase unwinding, fluorescent forked duplex, kinetic | 360,000 compounds, 0.46% hits | Potency, µM (series often up to 114 µM), for inactives: top-dose activity change, negative = inhibition, hits mostly inhibitors; note: potency is the fitted concentration of half-maximal effect; % is set by controls: 0 for no effect and ±100 for the full control effect; nearly all actives have a fitted effect of over 55% in size
# Target sequence (Q14191 whole entry, looked up): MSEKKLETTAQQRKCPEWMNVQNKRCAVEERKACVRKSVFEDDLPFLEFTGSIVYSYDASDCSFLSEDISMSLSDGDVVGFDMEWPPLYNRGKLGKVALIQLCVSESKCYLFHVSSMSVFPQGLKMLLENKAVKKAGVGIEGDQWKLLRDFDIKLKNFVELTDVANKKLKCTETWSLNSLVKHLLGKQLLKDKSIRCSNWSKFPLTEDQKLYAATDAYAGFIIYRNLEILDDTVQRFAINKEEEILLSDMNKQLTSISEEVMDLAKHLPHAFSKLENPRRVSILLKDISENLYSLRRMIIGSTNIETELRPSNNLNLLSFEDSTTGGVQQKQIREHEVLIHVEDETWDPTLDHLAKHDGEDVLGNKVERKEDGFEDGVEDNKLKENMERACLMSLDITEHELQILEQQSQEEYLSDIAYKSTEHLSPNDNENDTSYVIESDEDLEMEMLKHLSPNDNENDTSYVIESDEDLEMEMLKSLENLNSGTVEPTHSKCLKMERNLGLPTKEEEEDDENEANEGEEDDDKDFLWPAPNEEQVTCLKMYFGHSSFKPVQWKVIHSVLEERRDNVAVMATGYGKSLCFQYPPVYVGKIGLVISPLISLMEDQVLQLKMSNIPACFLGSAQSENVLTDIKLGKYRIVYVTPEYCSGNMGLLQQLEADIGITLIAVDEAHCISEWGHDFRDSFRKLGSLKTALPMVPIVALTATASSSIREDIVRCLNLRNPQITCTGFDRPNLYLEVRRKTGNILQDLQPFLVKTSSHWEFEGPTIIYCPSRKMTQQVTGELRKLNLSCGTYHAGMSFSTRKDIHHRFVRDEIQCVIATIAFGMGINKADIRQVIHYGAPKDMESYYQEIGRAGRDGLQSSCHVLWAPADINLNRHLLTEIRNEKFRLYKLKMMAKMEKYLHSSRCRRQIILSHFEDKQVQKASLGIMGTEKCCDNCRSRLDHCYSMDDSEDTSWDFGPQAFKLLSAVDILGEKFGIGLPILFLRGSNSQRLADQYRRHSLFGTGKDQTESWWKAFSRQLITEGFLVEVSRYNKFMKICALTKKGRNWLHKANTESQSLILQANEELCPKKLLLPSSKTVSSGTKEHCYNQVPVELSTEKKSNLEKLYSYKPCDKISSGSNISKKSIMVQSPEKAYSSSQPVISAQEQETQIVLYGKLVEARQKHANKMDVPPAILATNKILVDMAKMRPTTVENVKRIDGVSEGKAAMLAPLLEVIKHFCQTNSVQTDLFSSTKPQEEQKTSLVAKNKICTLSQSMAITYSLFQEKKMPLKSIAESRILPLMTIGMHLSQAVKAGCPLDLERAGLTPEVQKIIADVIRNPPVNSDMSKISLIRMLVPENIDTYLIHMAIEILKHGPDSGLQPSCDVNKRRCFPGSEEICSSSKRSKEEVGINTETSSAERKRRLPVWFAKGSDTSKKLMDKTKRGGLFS
#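 Fluorescence dequenching readout, ex 525 nm/em 598 nm, kinetic mode: forked duplex DNA (100 nM final) with adjacent fluorophore and quencher unwound by WRN (20 nM final) with 2 mM ATP. Compound preincubation 15 min, room temperature.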
# SW480 rereplic = induces DNA re-replication in SW480 colon adenocarcinoma cells | SW480 DNA re-replication, Hoechst DNA content imaging, 48 h | Potency, µM (series often up to 46.1 µM), for inactives: top-dose re-replication activation, usual class: activators | 340,000 compounds, 1.8% hits; note: potency is the fitted concentration of half-maximal effect; % of control where 0% means no effect; nearly all actives have a fitted effect of over 55% in size
#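 Quantitative HTS format with DMSO vehicle controls; 48 hr drug incubation at 37 C, then 40 min Hoechst staining and scanning imager measurement at 405 nm excitation.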
# IL-1B inflam inh = inhibitors of inflammasome signaling (IL-1 beta secretion). THP-1 LPS/ATP IL-1B secretion, AlphaLISA, 16 h; active compounds read low. activity change, % at 57.5 µM. 360,000 compounds, 4.7% hits. AID 743279; in the data active = activity change below about -50%; inconclusive = mostly about -30% to -49%; note: % is set by controls: 0 for no effect and ±100 for the full control effect
#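 THP-1 cells pretreated 1 hr with compounds (up to 57.5 uM final), then stimulated with LPS (250 ng/mL final) plus ATP (1.25 mM final); secreted IL-1B measured by AlphaLISA after 16 hr, decreased signal indicating inhibition.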
# HT1080 IDH1KD tx = kills HT-1080 cells with IDH1 knockdown; 360,000 compounds, 2% hits; Potency, µM (series often up to 46.1 µM), without a hit: top-dose activity, negative = toxicity, usual class: cytotoxic; HT-1080 IDH1 knockdown viability, ATP luminescence, 48 h;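 note: potency is the fitted concentration of half-maximal effect; 0% = DMSO wells and -100% = cell-free medium wells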
#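 Knockdown cells (IDH1KD HT-1080) received compounds 2 h after plating at 750 cells/well and were kept 48 h at 37 °C in 5% FBS RPMI. A CellTiter-Glo luminescence read gave % activity for curve fitting.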
# ATXN2 expr inh = inhibitors of ATXN2 expression; HEK-293 ATXN2-luciferase reporter, luminescence, 24 h; Potency, µM (doses to about 57 µM), inactives show at the top dose activity change, negative = inhibition, actives largely listed as inhibitors; 360,000 compounds, 0.72% hits; note: potency is the fitted concentration of half-maximal effect; % is set by controls: 0 for no effect and ±100 for the full control effect; nearly all actives have a fitted effect of over 55% in size
#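 qHTS (up to 57 uM final) was run with 24 h compound exposure of reporter cells at 37 °C. Each well was multiplexed: SteadyGlo luminescence measured ATXN2-luciferase expression after a fluorogenic Gly-Phe-AFC viability readout (25 uM final).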
# HT1080-NT tox = kills 2HG-producing HT-1080-NT fibrosarcoma cells | HT-1080-NT fibrosarcoma viability, CellTiter-Glo ATP luminescence, 48 h | Potency, µM (titrated, usually from 46.1 µM), inactives show at the highest dose activity, negative = less viability, usual class: cytotoxic | 360,000 compounds, 1.6% hits | AID 686970;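 note: NT is the 2HG producing partner of a matched IDH1 knockdown line; potency is the fitted concentration of half-maximal effect; 0% = DMSO-treated cells and -100% = media-only wells without cells; nearly all actives have a fitted effect of over 55% in size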
#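 Viability by CellTiter-Glo luminescence after 48 h compound exposure at 37C of HT-1080-NT cells (750/well, RPMI, 5% FBS). % activity scaled between DMSO wells and medium-only wells, then curve-fitted and categorized by curve class.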
# KB-3-1 cytotox = KB-3-1 parental cell cytotoxicity; KB-3-1 viability, CellTiter-Glo ATP luminescence, 72 h; Potency, µM (titrated, usually from 46.1 µM), inactives show at the highest dose activity change, negative = cytotoxic, actives largely listed as cytotoxic; 400,000 compounds, 1.4% hits; AID 1347075; note: potency is the fitted concentration of half-maximal effect; % is set by controls: 0 for no effect and ±100 for the full control effect; nearly all actives have a fitted effect of over 60% in size
#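 Viability of parental KB-3-1 cells, measured by CellTiter-Glo luminescence, followed a 72 h incubation at 37 °C with pinned compounds in phenol-red-free DMEM containing 10% FBS.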
# KB-V1 MDR tox = kills drug-selected multidrug resistant KB-V1 cells; 400,000 compounds, 3.4% hits; KB-V1 MDR cells viability, CellTiter-Glo, 72 h; Potency, µM (highest dose often 46.1 µM), inactives show at the highest dose activity change, negative = cytotoxicity, usual class: cytotoxic; note: potency is the fitted concentration of half-maximal effect; % is set by controls: 0 for no effect and ±100 for the full control effect; nearly all actives have a fitted effect of over 60% in size
#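 qHTS viability screen in drug-selected KB-V1 MDR cells: 72 h compound treatment at 37 degrees C, ATP luminescence end point.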
# MCF10A rereplic = DNA re-replication induction in MCF 10a cells | MCF 10A DNA re-replication, Hoechst nuclear intensity, 48 h | Potency, µM (top dose mostly 46.1 µM), without a hit: at the highest dose activity, positive = re-replication, hits mostly activators | 350,000 compounds, 2.9% hits; note: potency is the fitted concentration of half-maximal effect; % of control where 0% means no effect; nearly all actives have a fitted effect of over 50% in size
# * = called active by the depositor; ? = inconclusive; nt = not tested or not shown; & = joins results of further samples; [ ] = another dose, or the depositor's remark. Unless noted, calls come from the whole dose curve; as a rule, active = well fitted curve in the direction sought with a large enough effect; inconclusive = small, poorly fitted or top-dose-only effect, or another doubt; inactive = no such curve, though single readings can be large; an effect the other way counts as inactive or inconclusive.
SMILES,WRN helicase inh,SW480 rereplic,IL-1B inflam inh,HT1080 IDH1KD tx,ATXN2 expr inh,HT1080-NT tox,KB-3-1 cytotox,KB-V1 MDR tox,MCF10A rereplic
c1cc2ccc3ccc(-n4cnnn4)c4ccc(c1)c2c34,0%,9%,?,?,?,-28%,?,?,?
Cn1c(=O)c2c(nc(CN3CCC(C(N)=O)CC3)n2Cc2c(F)cccc2Cl)n(C)c1=O,-10%,-6%,-10,-1%,-3%,-5%,0%,-6%,2%
CC(=O)c1c(C)[nH]c(C(=O)O)c1C,2%,-7%,7,-8%,nt,-2%,4%,10%,2%
Cc1ccc(C(C)(C)NC(=O)C2CCC(=O)N(C3CCCCCC3)C2)cc1 (stereo not given),-1%,-3%,17,3%,0%,2%,4%,-5%,-1%
COC(=O)c1cc2oc3ccccc3c2n1CC(=O)Nc1ccccc1OC,9%,-5%,53,-3%,-3%,2%,-4%,1%,12%
CCn1cc(C(=O)NCc2ccc3c(c2)OCO3)c(=O)c2cc(F)c(N3CCN(C(=O)c4ccco4)CC3)cc21,-10%,?,-59*,18µM*,?,18µM*,?,-21%,?
N#Cc1nc(-c2cccs2)oc1NCc1ccccc1,-8%,-2%,-14,-11%,3%,-4%,7%,7%,10%
COCCn1nnnc1C(c1cccs1)N1CCCC(C)C1 (stereo not given),-2%,1%,-3,-1%,-16%[11.3 µM],22%,-26%,-16%,0%
CCOc1ccc(Br)cc1S(=O)(=O)NC1=NCCCCC1,-11%,0%,-1,25%,8%,10%,-19%,14%,1%
O=C(Cc1ccc(Cl)cc1)Nc1ccccc1N1CCOCC1,3%,5%,11,2%,-11%,1%,-2%,-25%,27%
CCc1c(C)sc(NC(=O)C2CCCCC2C(=O)O)c1C(N)=O (stereo not given),-20%,-13%,22,4%,4%,3%,?,-1%&22%,19%
COC(=O)[C@H]1Cc2c([nH]c3ccccc23)[C@H](c2ccccc2)N1,0%,0%,11,0%,nt,-2%,6%,-6%,9%
O=C(Nc1ccccc1)c1ccc(S(=O)(=O)N2CCC(C(=O)O)CC2)cc1,-33%,6%,4,1%,0%,0%,nt,nt,?
Nc1cccnc1Sc1cc(Cl)c(Cl)cc1Cl,-4%,-17%,-17,-20%,nt,-10%,-2%,-16%,5%
CCn1c(SCC(=O)Nc2cc3oc4ccccc4c3cc2OC)nnc1-c1cccs1,-11%,7%,0,3%,1%,10%,?,?,25%
Cc1ccccc1CC(=O)Nc1cccc(S(=O)(=O)N2CCCC2)c1,-2%,-6%,0,8%,4%,11%,1%,0%,0%
COc1ccccc1-c1cnc(C(O)c2ccc(C(C)(C)C)cc2)[nH]1 (stereo not given),2%[57.1 µM],nt,-14,?,-24%,-7%,?,21µM*,nt
Cc1nc2ccccn2c(=O)c1NC(=O)COc1ccccc1,1%,nt,19,2%,nt,-1%,-2%,5%,nt
O=C(NCCCNC(=O)c1cnccn1)c1ccc(Br)cc1,-14%,1%,44,-1%,-5%,-6%,-2%,-31%,5%
CC(C(=O)OCC(=O)c1cccc([N+](=O)[O-])c1)N1C(=O)C2C3C=CC(C3)C2C1=O (stereo not given),1%,2%,29,3%,5%,2%,-5%,14%,-9%
COc1ccc(N(CC(=O)Nc2nccs2)S(=O)(=O)c2c(C)[nH]c(=O)[nH]c2=O)cc1,-7%,-33%[inhibitor],10,8%,nt,-4%,3%,15%,2%
C=CCN1C(=O)C2(OCCCO2)c2cc(C)ccc21,-17%,?,-17,3%,7%,7%,-8%,31%,-3%
COc1cc(CNC2CCCCCCC2)cc(Br)c1OCC#N,4%,?,-7,?,-23%,-12%,-17%,23µM*,?
COc1ccc(-n2c(Cn3c(=O)sc4ccccc43)nnc2SCC(=O)N2CCCC2)cc1,1%,-15%,-3,-5%,-6%,-2%,4%,-11%,1%
CCOCC(=O)Nc1nnc(COc2ccc(Cl)cc2)s1,?,3%,-15,-14%,2%,-6%,16%,-3%,5%
O=C(NCc1ccccc1Cl)C1CCCN(S(=O)(=O)c2cnc[nH]2)C1 (stereo not given),6%,-2%,0,5%,3%,2%,-1%,16%,-1%
COc1ccccc1OCc1cc(C(=O)N2CC3C[C@@H]4CC2C[C@H](C3)C4)no1,-3%,?,0,-5%,32%[activator],-6%,9%,-6%,14%
COc1ccc(CN=Cc2c(O)[nH]c3ccccc23)cc1,-20%,-3%,-5,-1%,-11%[11.3 µM],0%,10%,?,-2%
O=S(=O)(c1cccs1)N1CCN(c2ccccc2Cl)CC1,-27%,?,11,-6%,13%,-17%,-15%,0%,27%
O=c1sc2ccccc2c(N2CCCC2)c1[N+](=O)[O-],-2%,?,13,2%,-6%,-12%,-7%,?,?
Cc1cc(NC(=O)CSc2nc(Cc3ccccc3)c(C)[nH]2)no1,-5%,7%,1,-13%,-2%,0%,2%,-8%,3%
CCCn1ncc(OC)c(Cl)c1=O,-2%,-10%,32,-1%,9%,18%,5%,9%,-3%
Cc1noc(C)c1COC(=O)c1ccc2ccccc2n1,-1%,7%,-2,-1%,-9%,-2%,-3%,-10%,-9%
O=C(NCC1CCCO1)C(=O)NCC(c1ccco1)N1CCN(c2ccc(F)cc2)CC1 (stereo not given),2%,-61%[inhibitor],3,0%,-4%,0%,-10%,8.2µM*,0%
COc1ccc(-c2nc(C#N)c(NCCc3ccccc3)o2)cc1,-10%,2%,-4,20%,52%[activator],-10%,-1%,?,-3%
CC(=O)Nc1ccc(S(=O)(=O)N2CCNC(=O)CC2)cc1,1%,-1%,7,9%,11%,12%,11%,13%,7%
Cc1ccc(C(=O)NNC(=O)C2CSC3(C)CCC(=O)N23)cc1 (stereo not given),-5%,-725%[inhibitor],9,6%,-3%,4%,1%,17%,?
Cc1ccc(S(=O)(=O)CC(=O)Nc2nccs2)cc1,-12%,?,2,4%,12%,5%,-6%,-1%,-3%
CCC(C)(C(=O)Nc1ccccc1C)N(C(=O)CNC(C)=O)c1ccc(C)cc1 (stereo not given),-27%[57.1 µM],?,1,4%,-5%,8%,7%,15%,-7%
CCCn1c(SCC(=O)N2CCCc3ccccc32)nnc1-c1ccco1,-4%,2%,-8,18%,-12%,9%,3%,-9%,5%
Cc1cccc(NC(=O)C(C)N2C(=O)c3ccccc3S2(=O)=O)n1 (stereo not given),-14%,-5%,-23,0%,5%,-2%,4%,-8%,-4%
O=C(NCc1cccnc1)C(=O)NCC1OCCN1S(=O)(=O)c1ccccc1 (stereo not given),-6%,-5%,22,1%,-23%,-3%,-11%,-10%,6%
COc1ccc(NC(=O)/C(C#N)=C/c2ccc(Sc3nncn3C)c([N+](=O)[O-])c2)cc1,-11%,?,?,?,-22%,?,?,-12%,?
NC(=O)COC(=O)c1oc2ccccc2c1CSc1ccc(Cl)cc1,-4%,-1%,14,4%,nt,5%,0%,7%,4%
COc1ccccc1NC1=C(Cl)C(=O)N(c2ccccc2)C1=O,-7%,10µM*,23,19%,6%,7%,1%,-3%,-3%
O=C(CCC(=O)NNC(=O)c1ccc(Cl)cc1Cl)NCc1ccccc1,2%,-11%,-21,21%,nt,-2%,0%,-26%,-9%
CCN(CC(=O)Nc1c(F)cccc1F)C(=O)/C=C/c1ccc(C)o1,-3%,-120%[inhibitor],4,16%,2%,14%,1%,6%,?
CCOC(=O)N1CCN(C(c2ccc(F)cc2)c2sc3nc(C)nn3c2O)CC1 (stereo not given),6%,-5%,2,0%,2%,-7%,4%,0%,4%
Cc1cccc(/C=N/Nc2cc(N3CCOCC3)nc(N3CCOCC3)n2)c1,?,2.1µM*,-78*,?,-39%,?,?,15µM*,?
COc1ccc(CNC(=O)C(=O)NCc2ccncc2)cc1,-12%,20%,-1,?,-15%,-1%,-2%,25%,?
# Further entries follow:
SMILES,WRN helicase inh,SW480 rereplic,IL-1B inflam inh,HT1080 IDH1KD tx,ATXN2 expr inh,HT1080-NT tox,KB-3-1 cytotox,KB-V1 MDR tox,MCF10A rereplic
O=C(Nc1cc(S(=O)(=O)N2CCOCC2)ccc1N1CCCC1)c1ccc(F)cc1,0%,0%,-22,9%,-25%,11%,-1%,-13%,0%
COC(=O)COc1cc2ccccc2cc1C(=O)Nc1ccccc1,1%,-6%,17,7%,nt,16%,1%,23%,0%
COc1ccc(C(=O)N(Cc2ccco2)Cc2cccs2)c(O)c1,-4%,-3%,-18,-12%,-7%,-1%,-12%,-15%,5%
CCC(C)N(NC(C)=O)c1nc(Cl)nc(NC(C)(C)C)n1 (stereo not given),2%,12%,-16,-1%,-5%,-2%,-7%,-3%,-5%
O=C(NCC1CCCO1)C1CCN(C2CCN(C(=O)Cc3ccsc3)CC2)CC1 (stereo not given),-11%,0%,-8,3%,4%,-2%,3%,?,2%
O=C(C[n+]1ccc(/C=N/O)cc1)NCc1ccccc1,8%,-5%,7,-2%,nt,-2%,-7%,14%,1%
O=C(COC(=O)CCN1C(=O)c2cccc([N+](=O)[O-])c2C1=O)NC1CCS(=O)(=O)C1 (stereo not given),3%,12%,-5,-2%,-16%,1%,-1%,2%,1%

# High-throughput results as filed in PubChem BioAssay.
